CCT chaperon mod: cytosolic chaperonin activity modulation | AID 651819 | purified chaperonin ATPase assay, HTRF ADP detection, 30 min | hit rate 0.3% among 360,000 | activity change, % (test concentration not listed), hits read low; in the data active = activity change below about -30%; note: % is set by controls: 0 for no effect and ±100 for the full control effect
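TRiC (40 or 20 nM final, by batch activity) in 30 mM Tris pH 7.4, 100 mM KCl, 5 mM MgCl2, 1 mM DTT was treated with compound at 76 uM single dose, then 10 uM ATP, 30 min at 37 °C. ADP was read by HTRF Transcreener.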
Abeta yeast res: compounds reversing amyloid beta toxicity in yeast. yeast expressing A-beta42, growth rescue, OD600, 48 h; response scale: 0% DMSO, 100% iron-clioquinol control. AID 1347071. hit rate 0.063% among 410,000. Potency, µM (highest dose often 46.1 µM), for inactives: at the highest dose growth rescue, hits mostly activators; note: potency is the fitted concentration of half-maximal effect; nearly all actives have a fitted effect of over 55% in size
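Yeast growth medium received pinned compounds, then yeast cells expressing toxic A-beta were added; plates incubated at 30 C for 48 hr. Growth read as absorbance at 600 nm, normalized to DMSO and equimolar FeCl3 plus clioquinol controls.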
Nrf2 inh: inhibitors of Nrf2 signaling; A549 ARE-Fluc reporter, luciferase luminescence, 18-24 h; Potency, µM (top dose mostly 46 µM), without a hit: at the top dose activity change, negative = inhibition, hits mostly inhibitors; hit rate 2.1% among 360,000; AID 504444; note: potency is the fitted concentration of half-maximal effect; % is set by controls: 0 for no effect and ±100 for the full control effect; nearly all actives have a fitted effect of over 60% in size
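Nrf2 activity is the BugLite luminescence, read 15 min after reagent at room temperature, following CellTiter-Fluor cytotoxicity readout (30 min, 37C). Compound titrations were applied for 18-24 h to 5000 A549 ARE_Fluc cells/well in 5% FBS OPTI-MEM.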
HepG2 tox: HepG2 cytotoxicity, counter-screen for TGF-b inhibitors; Potency, µM (titrated, usually from 46.1 µM), without a hit: at the highest dose activity change, negative = cytotoxicity, actives largely listed as cytotoxic; HepG2 CAGA-GFP viability, ATP luminescence, 18 h; hit rate 0.76% among 410,000; AID 588856; note: potency is the fitted concentration of half-maximal effect; some results filed as inactive show a strong effect at the top dose
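HepG2 CAGA-GFP cells (1000/well, DMEM with 1% FBS) received compound, then TGF-beta at 500 pg/mL final, and were incubated 18 hours at 37 degrees C. Viability was read by CellTiter-Glo luminescence. Media-only wells were set as complete cell-killing and DMSO as no toxicity.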
Nrf2 activator: activates Nrf2 signaling | AID 624171 | Potency, µM (doses to about 46.1 µM), for the others: top-dose activation, hits mostly activators | hit rate 0.31% among 410,000 | AREc32 ARE-luciferase reporter (MCF7-derived line), luminescence, 24 h; note: potency is the fitted concentration of half-maximal effect; % of control where 0% means no effect; nearly all actives have a fitted effect of over 65% in size
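Steps: seed AREc32_Fluc cells (1000/well, 5% FBS OPTI-MEM); incubate overnight at 37 deg C; add 23 nL compound; incubate 24 hr; add Steady-Glo; hold 30 min RT; read luminescence.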
TGFb inhibitor: TGF-b pathway inhibition; HepG2 CAGA-GFP TGF-b/SMAD3 reporter, GFP fluorescence, 18 h; TGF-beta stimulated, 500 pg/mL final; Potency, µM (titrated, usually from 46.1 µM), for inactives: top-dose activity, negative = inhibition, actives largely listed as inhibitors; hit rate 1.2% among 410,000; note: potency is the fitted concentration of half-maximal effect; % is set by controls: 0 for no effect and ±100 for the full control effect; nearly all actives have a fitted effect of over 65% in size
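First, reporter cells (HEPG2 CAGA-GFP) rested 2 h at 37 degrees C. Next, compounds were pinned in and TGF-beta added to 500 pg/mL final. After 18 h, GFP was imaged per cell and summed per well.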
A549 viability: A549 cytotoxicity, counter-screen for Nrf2 inhibitors. A549 ARE-Fluc cells, CellTiter-Fluor viability, 18-24 h. Potency, µM (titrated, usually from 46 µM), inactives show at the top dose activity change, negative = cytotoxicity, usual class: inhibitors. hit rate 0.16% among 390,000. AID 504648; note: potency is the fitted concentration of half-maximal effect; % is set by controls: 0 for no effect and ±100 for the full control effect
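A549 ARE_Fluc cells in 5% FBS OPTI-MEM were exposed to compounds in concentration-response for 18-24 h at 37 deg C. Viability was read by CellTiter-Fluor fluorescence (Ex 405/Em 525) after 30 min, before the luciferase read.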
MmCpn inh: M. maripaludis TRiC chaperonin inhibition; purified Mm-Cpn ATPase, ADP Transcreener TR-FRET; Potency, µM (titrated, usually from 76.9 µM), for inactives: top-dose activity, negative = inhibition, actives largely listed as inhibitors; hit rate 0.031% among 330,000; AID 504842; note: potency is the fitted concentration of half-maximal effect; % is set by controls: 0 for no effect and ±100 for the full control effect; nearly all actives have a fitted effect of over 80% in size
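Inhibition of chaperonin ATP hydrolysis is measured as reduced ADP production, detected by competitive TR-FRET in which signal falls with ADP. Final enzyme 25 nM and ATP 10 uM, reacted 30 min at 37°C.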
Akt phos inh: Akt phosphorylation inhibition | Neuro2A IGF-stimulated pAkt S473 HTRF, 20 min; hits give low values | activity change, % for hits at 50 µM | hit rate 0.32% among 360,000 | AID 651550; in the data active = activity change below about -80%; inconclusive = mostly about -51% to -80%; note: % is set by controls: 0 for no effect and ±100 for the full control effect
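Single-point screen (50 µM final compound) in Neuro2A cells stimulated 20 min with 6 nM IGF at 37 deg C. After lysis, Ser473-phosphorylated Akt read by HTRF (ex 330 nm, em 615/665 nm) as the 665/615 ratio.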
* = called active by the depositor; i = inactive; ? = inconclusive; · = no result given; [ ] = remark or other dose. Unless noted, calls come from the whole dose curve; as a rule, active = well fitted curve in the direction sought with a large enough effect; inconclusive = small, poorly fitted or top-dose-only effect, or another doubt; inactive = no such curve, though single readings can be large; an effect the other way counts as inactive or inconclusive.

The line under a structure holds: HepG2 tox | TGFb inhibitor | MmCpn inh | Akt phos inh | Abeta yeast res | Nrf2 inh | Nrf2 activator | A549 viability | CCT chaperon mod
Cn1c(N)c(C(=O)COC(=O)Cc2cccc(C(F)(F)F)c2)c(=O)n(C)c1=O
→ -11% | 1% | -4% | i | -2% | ? | -0.1% | 9% | -22
O=C(O)CSc1nc2ccccc2n1-c1ccccc1
→ 15% | -5% | -3% | i | -8% | -19% | -0.3% | ? | -0.9
O=C1NC[C@H](CCCCN2C[C@H](Cc3ccccc3)N(CCc3ccccc3)C(=O)C2=O)N(CC2CCCCC2)C1=O
→ · | · | · | i | -8% | · | -1.2% | · | 1.8
COc1ccc(C(O)c2nc(-c3cncnc3)cs2)cc1 (stereo not drawn)
→ -4% | 3% | · | i | -1% | · | 0.9% | · | -2.5
COC(=O)C1C2CC3c4[nH]c5cc(OC)ccc5c4CCN3CC2CC(OC2CCCCO2)C1OC (stereo not drawn)
→ -24% | 3% | · | i | -20% | · | 1.6% | · | 1.4
CN(Cc1cc(=O)[nH]c2ccccc12)C(=O)c1ccccc1
→ -32% | 2% | -1% | i | -6% | -28% | 2.2% | 4% | -2.6
COc1ccc(NC(=O)c2ccc(C)cc2)c[n+]1[O-]
→ 7% | 17% | -3% | i | -7% | ? | 2.8% | -4% | 0.6
COc1cc(CNc2ccccc2SC)cc(OC)c1OC
→ -18% | -25% | 1% | i | -12% | ? | 6.3% | -16% | -2.2
COc1ccccc1[C@@H]1C(c2cccc(C)c2)=NN(c2ccccc2)[C@H]1C(=O)N1CCOC1=O
→ -13% | -3% | -18% | i | 7% | -12% | -1.0% | 12% | 1.2
O/N=C/c1ccccc1OCc1ccccc1F
→ -14% | ? | 1% | i | -26% | 14% | 4.8% | -1% | -1.0
Cc1ccc(C)c(OCc2nc3ccccc3n2C)c1
→ -23% | -11% | · | · | ? | 9% | 25% | 0% | ·
Cc1cc(=O)oc2cc(NC(=O)CCOc3ccccc3)ccc12
→ -7% | 5% | -4% | i | -9% | -9% | 13% | 0% | -2.2
C/C(=N/NC(=O)CNC(=O)COc1cccc(C)c1)c1ccc(Cl)cc1
→ 2% | 11% | -1% | i | 1% | 2% | -0.7% | 0% | -0.2
O=C(CSC1=NCCS1)Nc1ccc(S(=O)(=O)NC2CCCCC2)cc1
→ -20% | -15% | 2% | i | -5% | 11% | 5.0% | 11% | -2.5
CCOCCCNC(=O)Cn1ncc2c([nH]c3ccccc32)c1=O
→ 6% | 13% | · | · | -2% | ? | 0.1% | 0% | ·
Cc1ccc(C(=O)N2CCN(S(=O)(=O)N3CCCCC3)CC2)cc1
→ -20% | 0% | 0% | i | -5% | ? | 0.3% | 10% | -0.4
COc1ccc(NC(=O)/C(C#N)=C/c2cc(C)n(-c3ccc(N4CCOCC4)c([N+](=O)[O-])c3)c2C)cc1
→ -2% | -14% | 1% | i | -14% | 6.5µM* | -0.5% | -12% | -4.3
Cc1nccc(-c2cccc(N/N=C(\C#N)C(=O)c3ccccc3)c2)n1
→ -22% | 2% | 1% | i | -1% | ? | 0.3% | -17% | -1.6
CCn1cc(C(=O)N[C@H](C)c2ccccc2)c(=O)c2cc(F)c(N3CCN(C)CC3)cc21
→ -32% | ? | -5% | i | 1% | 16% | 1.9% | -6% | -1.4
CSc1nncc(/C(C)=N\Nc2ccccc2C)n1
→ 14% | 58%[activator] | 1% | i | 9% | ? | 24% | ? | 1.0
COc1ccc(Oc2c(-c3ccc(O)cc3O)n[nH]c2C)cc1
→ -8% | 4% | -1% | i | 4% | 6% | 0.0% | 1% | -0.5
O=C(NCC1COc2ccccc2O1)c1ccc(Cl)cc1 (stereo not drawn)
→ -6% | 2% | 2% | i | -75%[inhibitor] | ? | 0.7% | -2% | -2.0
Cc1cccc(OC(=O)c2cccnc2)c1
→ 0% | 2% | 0% | i | 6% | 3% | 3.7% | 0% | -3.5
COc1cc(CNc2ncnc3c2ncn3[C@H]2CN(CCc3ccccc3)C[C@@H](CO)O2)cc(OC)c1OC
→ -30% | -9% | · | i | 17% | · | 0.3%[9.22 µM] | · | 0.2
Cn1cnnc1SCC(=O)N1CCc2ccccc2C1
→ -58% | ? | · | i | 6% | · | -0.1% | · | 1.7
CN[C@H](CC(=O)O)C(=O)O
→ -14% | 13% | · | i | -9% | -4% | -0.9% | -4% | -2.0
CCN(C1CCCCC1)S(=O)(=O)c1ccc(-n2cnnn2)c(C)c1
→ 13% | 13% | 1% | i | 6% | 3% | -0.7% | 3% | 0.5
COc1ccc(C(=O)N2CCc3cc(OC)c(OC)cc3C2c2ccc(OC)c(OC)c2)cc1 (stereo not drawn)
→ -9% | -16% | 0% | i | -18% | -27% | 8.2% | 6% | 2.8
COCCN(C(=O)C1CCCC1)c1c(N)n(Cc2ccccc2)c(=O)[nH]c1=O
→ -15% | 0% | 5% | i | -3% | 6% | -0.3% | 4% | -3.6
Cc1cc(C(=O)N2CCOCC2)c(C)o1
→ 7% | 0% | 4% | i | 15% | 0% | -0.4% | -1% | -1.2
CN(CCC#N)C(=O)COC(=O)c1ccc(Cl)c(S(N)(=O)=O)c1
→ -7% | -9% | -3% | i | 4% | -10% | -0.4% | -10% | -4.8
CCOC(=O)c1cc(-c2cccs2)nc2onc(C)c12
→ -2% | -6% | ? | i | -9% | 10% | 13% | 19% | 0.4
CCC(=O)Nc1nc(C)c(-c2csc(Nc3cccc(O)c3)n2)s1
→ -54% | ? | -2% | i | ? | -21% | 0.0% | -6% | -1.7
CN1CCN(c2ccc(-c3cccc(NC(=O)COc4ccc(Cl)cc4)c3)nn2)CC1
→ 16% | 41%[activator] | 3% | i | -5% | ? | 3.3% | -7% | 0.8
O=C(O)CCCC(=O)Nc1ccc(Cl)c(Cl)c1
→ 7% | -4% | 1% | i | -6% | · | 0.2% | 9% | 1.1
Cc1nn(CCC(=O)N2CCN(c3ccccc3F)CC2)c(C)c1S(=O)(=O)N1CCCC1
→ -4% | -4% | · | · | -11% | · | 0.1% | 3% | ·
Cc1ccc(S(=O)(=O)CCSc2ccc(C(F)(F)F)cn2)cc1
→ -2% | -6% | -4% | i | -10% | 2% | 8.2% | 7% | -0.5
Cc1cccc(C)c1OCCCn1ccnc1
→ -11% | -4% | -1% | i | -5% | 3% | 0.1% | 2% | -0.4
O=C(NCc1cccnc1)C1CCCN(S(=O)(=O)c2ccccc2)C1 (stereo not drawn)
→ 2% | -2% | -1% | i | 9% | ? | -0.3% | 2% | 0.6
COc1ccc(OC)c(C2Nc3c(Cl)ccc(C(=O)O)c3C3C=CCC32)c1 (stereo not drawn)
→ 3% | 3% | -9% | i | -24% | -10% | 0.2% | -8% | -3.9
Cc1cc(C)cc(NC(=O)COC(=O)c2n[nH]c3ccccc23)c1
→ -13% | ? | 0% | i | -25% | 8% | 8.7% | 17% | -1.8
O=C1S/C(=C\c2ccc(N3CCOCC3)o2)C(=O)N1c1ccccc1
→ -18% | 27% | 2% | i | -36%[inhibitor] | -6% | 4.1% | ? | 2.3
O=[N+]([O-])c1ccc(NCc2ccncc2)cc1
→ -2% | 31% | 2% | i | -14% | -6% | -0.1% | ? | 0.7
CCCc1nc2ccccc2c(C(=O)OC(C)C(=O)NCc2ccc3c(c2)OCO3)c1CC (stereo not drawn)
→ -17% | ? | -1% | i | -40%[inhibitor] | ? | 0.0% | -1% | 3.5
CCOC(=O)c1nc(N)c(=O)n(-c2ccc(C)cc2)n1
→ 4% | 0% | 1% | i | -3% | -5% | 0.1% | -3% | 0.8
COc1ccc(CC(N)c2csc(NC(=O)NCCc3ccccc3)n2)cc1 (stereo not drawn)
→ -75% | ? | · | i | -1% | · | 7.8% | · | 2.0
COc1cccc(N2C(=O)CC(N3CCN(S(=O)(=O)c4ccccc4)CC3)C2=O)c1 (stereo not drawn)
→ 1% | -4% | ? | i | -3% | -20% | 0.1% | -4% | 0.5
COc1c(Cl)cc(Cl)cc1CNCCNCCO
→ 4% | 14% | -4% | i | 1% | 3% | 0.0% | ? | -2.1
Cc1cccc(C(=O)NC(=S)Nc2ccc(S(=O)(=O)N3CCN(C)CC3)cc2)c1
→ -4% | -5% | -2% | i | 10% | · | 4.7% | 10% | -1.5
Cc1c(C(=O)N2CCCC2)oc2c1-c1nn(CC(=O)NCc3ccc(OC(C)C)cc3)cc1CC2
→ -40% | ? | · | · | 5% | 21µM* | 0.4% | -14% | ·
O=S(=O)(NCCCN1CCN(c2ccccc2F)CC1)c1cccc2cccnc12
→ -15% | -7% | -1% | i | 11% | 5% | -0.8% | 6% | 0.9
Cc1ccc(C)c(N(CC(=O)NC2CCCC2)C(=O)c2cc3cc4cc(C)ccc4nc3s2)c1
→ 3% | -4% | 2% | i | -6% | 6% | 0.5% | 4% | -0.1
COc1cccc(C2C(C(=O)Nc3ccc(C)cc3C)=C(C)Nc3c(C(=O)Nc4cccc(C)c4)cnn32)c1OC (stereo not drawn)
→ 1% | -3% | · | · | 10% | -16% | 0.8% | -4% | ·
S=c1[nH]nc(C23CC4CC(CC(C4)C2)C3)n1Cc1ccco1
→ -6% | -4% | -1% | i | 6% | -9% | 0.0% | -1% | 0.5
CCC(C(=O)NC(C)CCc1ccco1)n1nc(C)n2c(cc3occc32)c1=O (stereo not drawn)
→ -5% | -17% | 0% | i | -8% | -19% | 3.2% | -7% | -2.8
O=C(Nc1ccc(-c2csc(Nc3ccccc3)n2)cc1)c1cc([N+](=O)[O-])cc(C(F)(F)F)c1
→ -13% | ? | -1% | i | -9% | ? | 0.3% | -19% | -2.8

Screening data as filed in PubChem BioAssay.
